Bioassay records deposited in PubChem BioAssay by several laboratories.
Fam108B counter – blocks mouse Fam108B hydrolase in RBBP9 counter-screen; recombinant Fam108B, FP-Rh probe fluorescence polarization; inhibition, % at 9.51 µM; 0.33% of 300,000 active; AID 1947;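 active = inhibition above the screen mean inhibition plus 3 SD, computed separately per campaign, cut at about 18% in these data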;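 note: inhibitors lower polarization as less probe binds the enzyme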
CR mimetic SO – lowers age-related superoxide in aged yeast cells; S. cerevisiae aged cells, superoxide DHE fluorescence; stronger effect = lower value; superoxide response (% of plate mean), % at 10 µM; 0.18% of 330,000 active; AID 2690;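 active = superoxide response under a set limit, about three screen SD below normal, cut at about 65% in these data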;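 note: yeast aged for seven days with compound at 30 °C before DHE staining; 100% = average MFI of all compound-treated wells on the plate with controls excluded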
Efflux pump mplx – antifungal efflux pump inhibition, Nile Red retention; S. cerevisiae Candida pump triplex; inhibition, % at 10 µM; 0.44% of 330,000 active; AID 485275;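 active = plate passing quality check with inhibition over a set limit, or well fluorescence over plate mean plus 4 SD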;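 note: Nile Red retained in pooled yeast measured as flow cytometry median fluorescence; 0% = buffer negative control and 100% = Enniatin B positive control; higher means more Nile Red kept so more efflux inhibition; some compounds called inactive have numbers as strong as hits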
MEX-5 binding – C. elegans MEX-5 TCR-2 RNA binding activity; 0.38% of 300,000 active; Q9XUB2; MEX-5/FITC-TCR2 RNA binding, fluorescence polarization; stronger effect = lower value; activity score (negative = inhibition of binding), % at 10 µM;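 active = inhibition past about -25% in most replicates, and total fluorescence under double the plate's negative control median, limit read from the data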;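 note: 0% = DMSO and -100% = 5 µM competing unlabeled TCR2 RNA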
ZTA counter – counter-screen for EBNA-1 inhibitors: inhibitors of Epstein-Barr virus ZTA. ZTA-DNA binding, fluorescence polarization. inhibition, % at 11 µM. 0.15% of 320,000 active. AID 2234; in the data active = inhibition above about 33%
Target sequence (P03206 whole entry, looked up): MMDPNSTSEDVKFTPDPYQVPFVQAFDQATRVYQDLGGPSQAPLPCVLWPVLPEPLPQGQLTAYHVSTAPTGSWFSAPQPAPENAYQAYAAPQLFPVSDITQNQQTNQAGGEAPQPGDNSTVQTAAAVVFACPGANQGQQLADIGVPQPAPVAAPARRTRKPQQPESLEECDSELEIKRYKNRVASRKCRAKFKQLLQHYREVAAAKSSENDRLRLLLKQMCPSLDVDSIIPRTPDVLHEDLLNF
MCL1-BIM inh – inhibitors of human MCL1 binding to BIM-BH3 peptide. inhibition, % at 10.9 µM. AID 2057. 0.68% of 320,000 active. GST-MCL1 / FITC-Bim-BH3 fluorescence polarization;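 active = inhibition above the mean inhibition of all tested compounds plus 3 SD, set per campaign, cut at about 40% in these data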;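 note: 0% = DMSO wells and 100% = unlabeled Bim-BH3 peptide control; higher means more loss of mP so more displacement of Bim peptide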
Bcl-xL primary – inhibitors of human Bcl-xL. Q07817. GST-Bcl-xL / FITC-Bim BH3 peptide fluorescence polarization. inhibition, % at 10.9 µM. 0.7% of 320,000 active. AID 2129;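 active = inhibition above the mean of all tested compounds plus 3 SD, cutoff set per campaign, cut at about 30% in these data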;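 note: 0% = DMSO wells and 100% = unlabeled Bim-BH3 peptide competitor; inhibitors lower millipolarization by displacing the labeled peptide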
Target sequence (Q07817 whole entry, looked up): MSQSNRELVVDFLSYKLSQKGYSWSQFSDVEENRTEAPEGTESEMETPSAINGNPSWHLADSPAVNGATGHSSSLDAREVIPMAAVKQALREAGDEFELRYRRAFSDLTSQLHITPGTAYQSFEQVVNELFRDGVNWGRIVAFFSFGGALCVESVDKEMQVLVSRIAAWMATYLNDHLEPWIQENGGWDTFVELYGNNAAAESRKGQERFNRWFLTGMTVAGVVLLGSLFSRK
GLD-1 TGE inh – GLD-1-TGE RNA interaction inhibition (C. elegans). purified GLD-1 + fluorescein TGE RNA, fluorescence polarization. AID 2280. 0.44% of 320,000 active. Q17339. inhibition, % at 5.96 µM;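 active = percent inhibition above a per-plate cutoff, the plate mean of test compounds plus 3 SD, cut at about 30% in these data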;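 note: 0% = DMSO wells with GLD-1 and probe and 100% = wells lacking GLD-1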
Target sequence (Q17339 whole entry, looked up): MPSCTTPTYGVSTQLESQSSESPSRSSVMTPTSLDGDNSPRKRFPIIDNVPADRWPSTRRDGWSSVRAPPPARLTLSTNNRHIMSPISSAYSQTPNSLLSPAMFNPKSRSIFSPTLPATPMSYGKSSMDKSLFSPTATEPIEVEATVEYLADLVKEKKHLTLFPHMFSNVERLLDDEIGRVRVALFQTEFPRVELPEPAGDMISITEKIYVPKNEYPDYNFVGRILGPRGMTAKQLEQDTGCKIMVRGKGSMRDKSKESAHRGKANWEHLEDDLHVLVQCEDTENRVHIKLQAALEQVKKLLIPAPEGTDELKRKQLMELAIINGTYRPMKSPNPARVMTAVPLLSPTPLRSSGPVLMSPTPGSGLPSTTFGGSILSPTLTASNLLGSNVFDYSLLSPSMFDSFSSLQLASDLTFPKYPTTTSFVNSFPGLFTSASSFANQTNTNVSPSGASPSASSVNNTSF
EBNA-1 inh – blocks EBNA-1 binding to DNA. inhibition, % at 14.8 µM. 0.34% of 300,000 active. EBNA-1 DNA binding, fluorescence polarization. AID 1950; in the data active = inhibition above about 28%
Numbers without * were called inactive; x = not tested or not shown.

SMILES	Fam108B counter	CR mimetic SO	Efflux pump mplx	MEX-5 binding	ZTA counter	MCL1-BIM inh	Bcl-xL primary	GLD-1 TGE inh	EBNA-1 inh
COC(=O)Nc1nc(-c2ccccc2)c(C(=O)c2ccccc2)s1	-4	110	0.1	1.5	18	7	6	4	0
COc1cccc(C(=O)OCC(=O)c2[nH]c(C)c(C(C)=O)c2C)c1	x	101	-0.1	x	-16	8	2	-6	x
CCOc1cccc(C(=O)Nc2nnc(-c3ccco3)s2)c1	1	98	0.0	x	11	-1	-3	1	5
O=C(Nc1ccc(S(=O)(=O)Nc2cnc3ccccc3n2)cc1)c1cccc(OC(F)F)c1	-4	84	-0.2	1.0	3	0	3	10	1
NC(=O)C1CCN(C2CC(=O)NC2=O)CC1 (centres undefined)	-2	98	0.0	-0.8	-2	2	6	6	-5
CCOc1ccc(CCNC(=O)CCC(=O)N2CCOc3ccc(C)cc32)cc1OCC	5	82	0.1	-0.9	0	6	5	4	-7
COc1cc(S(=O)(=O)NC(C)C)ccc1Cl	3	89	0.0	-0.1	1	3	-2	3	11
CN1CCN(S(=O)(=O)c2cccc(C(=O)Nc3cccc(S(N)(=O)=O)c3)c2)CC1	1	102	0.1	0.4	14	5	4	-3	6
COc1ccc(CNC(=O)c2ccc(NC(=O)CC3SC(N4CCCCC4)=NC3=O)cc2)cc1 (centres undefined)	13	77	-0.1	-2.7	6	-1	0	-4	7
O=C(COCC(=O)NCc1ccccc1)NCc1ccccc1	0	94	0.1	0.6	28	-2	0	5	1
Cc1ccnc(NC(=O)C2CCC(CNc3c(N4CCCC4)c(=O)c3=O)CC2)c1 (centres undefined)	-1	94	0.1	0.3	8	4	3	3	4
CCOc1ncccc1C(=O)Nc1ccc(S(=O)(=O)Nc2nccs2)cc1	-4	98	0.0	-1.5	-8	0	4	10	-5
COc1ccccc1/C=C/C=N/NC(=O)c1ccccn1	3	96	0.0	1.0	4	3	5	5	-5
CCn1c(SCc2cccc(C)c2)nnc1-c1ccccc1	-2	126	0.2	-0.8	10	0	0	6	-12
Cc1ccc(S(=O)(=O)NCCCNC(=O)N2CCOCC2)cc1	-1	102	0.1	0.1	-5	4	5	4	-4
CCOc1ncccc1C(=O)OCC(=O)c1cc(C)n(Cc2ccco2)c1C	-4	146	0.3	0.7	13	5	6	-7	-3
Cn1cnc(Sc2ncnc3nc[nH]c23)c1[N+](=O)[O-]	1	108	0.0	10	-4	-4	-3	5	-9
Cc1nn(-c2ccccc2)nc1C(N)=O	-2	99	0.3	3.4	7	-10	1	-1	-3
N#Cc1c(-c2ccc3c(c2)OCO3)ccn2nc(-c3cccc(C(F)(F)F)c3)nc12	-2	103	-0.4	-0.3	-9	8	8	7	1
CN(C)/C=C(\C=O)c1ccc(Cl)cc1Cl	-2	109	0.1	0.3	5	6	3	10	2
NC(=S)N/N=C1\CCOc2ccc(F)cc21	1	91	-0.2	0.7	-7	1	4	-3	1
O=C(COC(=O)Cn1cnc2ccccc21)Nc1cccc2c1C(=O)c1ccccc1C2=O	7	163	0.4	0.6	-7	155*	137*	79*	-15
O=c1ccc2ccc(Oc3ccc([N+](=O)[O-])cc3Cl)cc2o1	3	123	-0.1	x	-3	-3	0	0	6
Cc1ccc(S(=O)(=O)N(C)C)cc1NC(=O)C(C)OC(=O)c1ccc2ccccc2n1 (centres undefined)	x	108	0.0	x	-1	4	3	4	x
CCOC(=O)CNC(=O)c1cc(-c2ccccn2)nc2c(C)c(Cl)ccc12	0	98	0.5	-1.6	-25	9	3	-5	-8
CCc1nnc(NC(=O)CSc2ncnc3c2oc2ccccc23)s1	1	92	-0.1	0.7	-6	-3	0	2	-7
CCOc1ccccc1-n1c(C)nc2cc(C(=O)O)ccc21	-2	93	0.1	0.4	29	7	9	0	3
Cc1ccc(C(=O)NCC(=O)OCC(=O)Nc2cc(S(=O)(=O)N3CCOCC3)ccc2C)cc1	0	97	0.2	1.8	4	-5	-2	-3	-4
COc1ccc(CN(C)CC(=O)Nc2ccc(SC(F)F)cc2)cc1OC	0	86	-0.2	0.5	-5	4	0	5	5
CC1CCN(c2c(NCC3CCC(C(=O)NCc4ccccc4Cl)CC3)c(=O)c2=O)CC1 (centres undefined)	-2	96	-0.1	-0.9	-1	-1	7	4	-9
COc1cc(NC(=O)c2ccc(Cl)cc2Cl)ccc1NC(=O)c1cccs1	1	94	-0.1	-1.8	-27	4	3	-4	21
COc1ccccc1NC(=O)c1ccc2nc(C)c(C)nc2c1	-2	91	0.2	-3.7	-10	0	1	2	6
Cc1onc(-c2ccccc2Cl)c1C(=O)NC(=S)Nc1ccc(C(C)(C)C)cc1	-7	89	0.1	x	-1	14	5	-1	3
O=C(Cc1ccccc1F)Nc1ccccc1-c1ccccc1	-2	102	0.0	0.3	-4	-1	-2	4	4
CCOc1ccccc1N(CC(=O)Nc1cccnc1)S(C)(=O)=O	0	124	0.0	1.7	-5	13	8	4	-4
COc1ccc(N2CCN(C(=O)CCC(=O)N3CCOc4ccc(C)cc43)CC2)cc1	6	107	0.2	1.4	2	-3	6	4	-1
O=C(CCCN1C(=O)c2cccnc2C1=O)Nc1ccc(F)cc1Cl	-3	118	0.0	-1.2	11	0	5	7	8
Cc1ccc(S(=O)(=O)NN2C(=O)c3ccccc3NC2(C)C)cc1	3	98	0.2	-1.0	8	9	6	5	3
CSc1ccccc1NC(=O)CN(C)C(=O)CCc1c[nH]c2ccccc12	-2	105	0.3	-1.6	5	-2	4	8	4
CC(=O)CSc1nnc(NC(=O)CCc2ccccc2)s1	2	104	0.0	-0.6	-26	-3	-8	3	-1

3 of these compounds, set out differently.
CCn1c(SCc2cccc(C)c2)nnc1-c1ccccc1
  Fam108B counter = -2
  CR mimetic SO = 126
  Efflux pump mplx = 0.2
  MEX-5 binding = -0.8
  ZTA counter = 10
  MCL1-BIM inh = 0
  Bcl-xL primary = 0
  GLD-1 TGE inh = 6
  EBNA-1 inh = -12

Cc1ccc(S(=O)(=O)NCCCNC(=O)N2CCOCC2)cc1
  Fam108B counter = -1
  CR mimetic SO = 102
  Efflux pump mplx = 0.1
  MEX-5 binding = 0.1
  ZTA counter = -5
  MCL1-BIM inh = 4
  Bcl-xL primary = 5
  GLD-1 TGE inh = 4
  EBNA-1 inh = -4

CCOc1ncccc1C(=O)OCC(=O)c1cc(C)n(Cc2ccco2)c1C
  Fam108B counter = -4
  CR mimetic SO = 146
  Efflux pump mplx = 0.3
  MEX-5 binding = 0.7
  ZTA counter = 13
  MCL1-BIM inh = 5
  Bcl-xL primary = 6
  GLD-1 TGE inh = -7
  EBNA-1 inh = -3

New compounds follow:
SMILES	Fam108B counter	CR mimetic SO	Efflux pump mplx	MEX-5 binding	ZTA counter	MCL1-BIM inh	Bcl-xL primary	GLD-1 TGE inh	EBNA-1 inh
Cc1cc(N2C(=O)C(O)=C(C(=O)c3cccs3)C2c2cccc(O)c2)no1 (centres undefined)	1	100	-0.1	-1.2	-33	-3	1	4	-14
CCCC1=[N+](CC(=O)c2ccccc2)CCn2cccc21	1	104	-0.1	-0.1	2	-36	-13	-80	1
O=C(Nc1ccc(S(=O)(=O)NC2=NCCCCC2)cc1)C1COc2ccccc2O1 (centres undefined)	-2	108	-0.1	-0.3	7	1	6	4	2
CC(=O)c1c(C)[nH]c(C(=O)OCC(=O)NCCC(C)C)c1C	-1	100	0.0	-3.3	-5	-21	-2	-8	-4
CCOC(=O)C1CCN(S(=O)(=O)c2ccc3c4c2CC(=O)N4CC(C)S3)CC1 (centres undefined)	-1	124	1.0	0.8	0	5	-1	5	-4
Cc1ccc(N2CC(C(=O)N3CCCc4ccccc43)CC2=O)cc1 (centres undefined)	0	102	0.1	0.0	2	-2	-3	-1	5
Cc1cccc(C(=O)Nc2ccc(C(=O)c3ccccc3)cc2)c1	-7	86	-0.1	0.0	16	-9	-3	11	-9
O=C(c1ccccc1)c1c[nH]c(C(=O)C(Cl)(Cl)Cl)c1	-3	113	0.0	2.0	13	-3	2	3	-11
COc1ccc(Cl)cc1S(=O)(=O)N1CCCC1	2	118	0.0	1.6	8	5	0	0	8
Cc1ccc(-n2[nH]c(C)c(C=Nc3ccc(S(=O)(=O)Nc4nccs4)cc3)c2=O)c(C)c1	-2	103	0.2	2.8	2	-4	-2	-4	-9
Nc1ccc(-c2ccc(C(=O)O)s2)cn1	2	107	0.0	1.3	-18	-6	-1	-5	-16
C/C(N)=C(/C#N)C(=O)COC(=O)C(NS(=O)(=O)c1ccc(Cl)cc1)C(C)O (centres undefined)	-4	111	-0.1	1.4	7	6	4	4	12
COc1ccc(N2CC(NS(=O)(=O)c3ccc4ccccc4c3)CC2=O)cc1 (centres undefined)	1	106	0.0	0.4	-14	-1	2	7	-10
O=C(NCC(c1ccco1)N1CCOCC1)c1ccc(F)c(F)c1 (centres undefined)	-4	110	0.0	1.0	8	-23	-7	5	7
CCOC(=O)NC(=O)CSc1nc(C)cc(C(F)(F)F)c1C#N	7	94	0.0	0.4	15	-20	-10	-20	8
Cc1cc(C)c(S(=O)(=O)Nc2ccc(O)c(Sc3ncn[nH]3)c2)c(C)c1	1	84	11*	-0.4	3	18	3	0	-5

Individual results from the list.
COc1ccc(N2CCN(C(=O)CCC(=O)N3CCOc4ccc(C)cc43)CC2)cc1 in GLD-1 TGE inh: 4
Cc1cccc(C(=O)Nc2ccc(C(=O)c3ccccc3)cc2)c1 in Efflux pump mplx: -0.1
O=C(CCCN1C(=O)c2cccnc2C1=O)Nc1ccc(F)cc1Cl in ZTA counter: 11
CCOC(=O)C1CCN(S(=O)(=O)c2ccc3c4c2CC(=O)N4CC(C)S3)CC1 (centres undefined) in MEX-5 binding: 0.8

A portion of the results above, as a working copy:
SMILES	Fam108B counter	CR mimetic SO	Efflux pump mplx	MEX-5 binding	ZTA counter	MCL1-BIM inh	Bcl-xL primary	GLD-1 TGE inh	EBNA-1 inh
COc1ccc(Cl)cc1S(=O)(=O)N1CCCC1	2	118	0.0	1.6	8	5	0	0	8
Cc1ccc(-n2[nH]c(C)c(C=Nc3ccc(S(=O)(=O)Nc4nccs4)cc3)c2=O)c(C)c1	-2	103	0.2	2.8	2	-4	-2	-4	-9
Nc1ccc(-c2ccc(C(=O)O)s2)cn1	2	107	0.0	1.3	-18	-6	-1	-5	-16
C/C(N)=C(/C#N)C(=O)COC(=O)C(NS(=O)(=O)c1ccc(Cl)cc1)C(C)O (centres undefined)	-4	111	-0.1	1.4	7	6	4	4	12

Compounds were not picked by outcome; any-hit rate near 2.3%.
